Screening results (PubChem)
C2C12 statin: suppressors of statin myotoxicity in C2C12 myotubes, primary screen, cell-based, single point, plate reader; C2C12 myotubes + simvastatin, ATP luminescence, 48 h; scaled: DMSO 0, geranylgeraniol control 100; AID 602340, 2012; rescue of ATP level, % at 7.49 µM; 0.78% of 330,000 active;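 active = mean ATP rescue above about 67%, or every replicate alone reaching that limit, limit read from the data, passing the limit was not always enough; inconclusive = no clear call, values can overlap the other calls; inactive = mean under the limit and some replicate under it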;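 note: myotubes were challenged with 10 µM simvastatin during compound exposure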
E-selectin induc: E-selectin induction in HUVECs, primary screen, imaging, HUVEC, immunofluorescence imaging, single point; normalized: neutral wells 0, TNF-alpha wells 100; AID 686992, 2013; activation, % at 7.58 µM; 0.37% of 260,000 active; P16581;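 active = mean E-selectin-positive cell signal at least 10% of the positive control, reached in at least 60% of replicates, without over 20% cell loss; inconclusive = no rule given, readout overlaps actives, possibly toxicity-flagged; inactive = the rest, including those meeting only one limit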;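 note: in these data hits start at about 27%; measured in HUVEC primary endothelial cells; signal is the percent of cells scored E-selectin positive by PE staining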
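Test system: HUVEC; input: 3,000 HUVEC/well; measured by: immunofluorescence imaging; read-out: % PE-positive cells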
DENV2 CPE: inhibitors of DENV2 cytopathic effect, primary screen, cell-based, plate reader, single concentration; DENV2-infected cells, cytopathic effect rescue; 1.7% of 350,000 active; AID 651640, 2012; CPE inhibition, % at 9.99 µM; in the data active = CPE inhibition above about 20%, passing the limit was not always enough; inconclusive = no clear call, values can overlap the other calls; tested in BHK-21 cells;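 note: 0% = median of neutral control wells and 100% = median of positive control wells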
ERp5 block: inhibitors of ERp5-driven insulin aggregation, primary screen, biochemical, turbidity, absorbance 650 nm, single point | AID 651711, 2012 | 0.05% of 350,000 active | Protein disulfide-isomerase A6 (Homo sapiens), Q15084 | 90 min | inhibition, % at 9.99 µM;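 active = mean replicate inhibition above about 25%, with every replicate also reaching it, limit read from the data, passing the limit was not always enough; inconclusive = only one of those two criteria met; inactive = neither criterion met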
Target sequence (Q15084 whole entry, looked up): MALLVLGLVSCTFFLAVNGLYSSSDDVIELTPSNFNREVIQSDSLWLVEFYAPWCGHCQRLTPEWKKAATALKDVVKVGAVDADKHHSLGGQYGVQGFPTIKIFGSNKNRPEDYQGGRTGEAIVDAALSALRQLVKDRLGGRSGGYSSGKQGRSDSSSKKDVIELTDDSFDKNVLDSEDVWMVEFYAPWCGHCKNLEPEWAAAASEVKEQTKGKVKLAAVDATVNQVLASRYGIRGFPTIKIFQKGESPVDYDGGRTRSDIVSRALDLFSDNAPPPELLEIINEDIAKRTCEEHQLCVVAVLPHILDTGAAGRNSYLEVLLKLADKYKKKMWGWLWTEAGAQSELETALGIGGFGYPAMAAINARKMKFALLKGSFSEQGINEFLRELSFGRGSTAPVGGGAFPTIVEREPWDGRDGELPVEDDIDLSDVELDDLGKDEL
S100A4 MyoIIA: inhibitors of S100A4-myosin IIA peptide binding, primary screen, biochemical, fluorescence polarization, TAMRA-MyoIIA peptide; inhibition, % at 10.7 µM; 0.14% of 360,000 active; AID 652163, 2013;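 active = mean inhibition of at least 70% across replicates, with every replicate also reaching that level; inconclusive = mean inhibition reaches 70% but some replicates fall short; inactive = mean inhibition below 70%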
Target sequence (P26447 whole entry, looked up): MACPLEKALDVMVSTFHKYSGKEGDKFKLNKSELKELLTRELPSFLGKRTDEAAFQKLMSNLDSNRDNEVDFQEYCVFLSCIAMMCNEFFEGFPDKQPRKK
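assay system = human S100A4 monomer with TAMRA-labelled myosin IIA peptide | also added = labelled myosin peptide probe, 5 nM | incubation = 5 min between mix addition and reading | control set = DMSO and TFP controls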
PglD DTNB: C. jejuni PglD acetyltransferase inhibitors, primary screen, biochemical, DTNB colorimetric, single point; purified PglD enzyme, DTNB colorimetric CoA detection; inhibition, % at 12.5 µM; 0.098% of 360,000 active; AID 602405, 2012; in the data active = inhibition above about 16%, passing the limit was not always enough; inconclusive = no clear call, values can overlap the other calls; note: strong numbers were not always called active
SIRT5 inh: SIRT5 desuccinylase inhibitors, primary screen, biochemical, fluorescence imaging, single point, set 5; 1.1% of 330,000 active; NAD-dependent protein deacylase sirtuin-5, mitochondrial (Homo sapiens), Q9NXA8; AID 652115, 2013; Purified SirT5, succinyl-peptide AMC, trypsin-coupled fluorescence; inhibition, % at 15 µM; in the data active = inhibition above about 15%; inconclusive = no clear call, values can overlap the other calls
Target sequence (Q9NXA8 whole entry, looked up): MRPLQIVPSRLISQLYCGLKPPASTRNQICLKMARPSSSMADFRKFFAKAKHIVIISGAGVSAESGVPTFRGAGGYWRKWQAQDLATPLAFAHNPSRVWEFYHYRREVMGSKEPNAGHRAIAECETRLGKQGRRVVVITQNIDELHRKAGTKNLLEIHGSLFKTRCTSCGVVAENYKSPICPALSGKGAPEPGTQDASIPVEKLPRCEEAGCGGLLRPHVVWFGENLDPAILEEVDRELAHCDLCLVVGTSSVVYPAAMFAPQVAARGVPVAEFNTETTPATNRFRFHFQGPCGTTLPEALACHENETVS
The depositor's hits bear a star; ? = inconclusive; . = not tested or not shown. Some of the compounds tested, so the mix of outcomes need not match the whole.

SMILES | C2C12 statin | E-selectin induc | DENV2 CPE | ERp5 block | S100A4 MyoIIA | PglD DTNB | SIRT5 inh
Cc1ccc(S(=O)(=O)N2CCC(=O)N(C(CO)C(C)C)CC2)cc1 (stereo not drawn) | -2 | 0.0 | -3 | 3 | 3 | -7 | .
CO[C@H]1CN(C)C(=O)c2cc(NC(=O)c3nc4ccccc4s3)ccc2OC[C@H](C)N(Cc2cncnc2)C[C@H]1C | -3 | -0.2 | 7 | -5 | 4 | 1 | .
Cc1cc(Cl)ccc1C(=O)C1CCCN(C(=O)c2ccsc2)C1 (stereo not drawn) | 1 | 0.1 | -2 | -6 | -1 | -4 | 0
O=C(NCc1ccc(F)cc1)[C@H]1[C@H](CO)[C@H]2Cn3c(cccc3=O)[C@H]2N1C(=O)c1cccnc1 | -27 | 0.0 | -5 | -3 | 23 | 2 | 10
COc1ccccc1Oc1ccc(S(=O)(=O)N2CCCCC2)cc1NC(=O)CCNC(C)=O | -2 | -1.5 | -1 | 8 | 0 | -1 | -3
COC(=O)[C@@]1(Cc2ccc(F)cc2)[C@H]2c3cc(C(=O)N(C)C)n(CCc4c[nH]c5ccc(OC)cc45)c3C[C@H]2CN1C(=O)c1ccccc1 | . | -0.1 | 1 | -6 | -11 | . | .
O=C(c1ccc([N+](=O)[O-])cc1Cl)N1CCN(Cc2ccccc2)CC1 | 5 | -0.4 | 8 | -1 | 2 | . | 6
O=C(NC1CCCCCC1)c1ccc(CS(=O)Cc2ccccc2Cl)o1 (stereo not drawn) | -2 | . | 3 | -2 | -12 | -1 | -3
CCOC(=O)C1CCN(C(=O)COc2ccc(N(C)S(=O)(=O)c3ccc(C)cc3)cc2)CC1 | . | . | -8 | 0 | 2 | . | -1
N#Cc1ccc(OCC(=O)N/N=C/C2CC=CCC2)cc1 (stereo not drawn) | . | 1.7 | -3 | -8 | -4 | . | -3
CCc1ccc(NC(=O)CN2C(=O)C(=O)N(Cc3ccccc3)C2=O)cc1 | . | 0.0 | 6 | 2 | -8 | . | 0
COc1cccc(C#Cc2ccc3c(c2)O[C@@H](CN(C)C)[C@@H](C)CN([C@@H](C)CO)S3(=O)=O)c1 | -12 | 2.2 | 0 | -6 | -5 | -2 | -6
C[C@H]1CN([C@@H](C)CO)C(=O)c2cc(NS(=O)(=O)c3cccs3)ccc2O[C@H]1CN(C)Cc1ccc(C(F)(F)F)cc1 | 10 | 0.6 | -1 | -3 | 2 | 2 | 4
CN(C)C(=O)C[C@H]1C[C@H]2c3cc(NS(C)(=O)=O)ccc3O[C@H]2[C@@H](CO)O1 | 1 | -0.1 | 4 | 33* | -2 | 1 | 1
C[C@@H]1CN([C@H](C)CO)C(=O)c2cc(C#CC(C)(C)O)cnc2O[C@@H]1CN(C)C(=O)c1ccccc1F | -5 | -0.6 | -1 | 0 | 4 | 1 | -2
CCN(CC)C(=O)C1=C(C)N(CCCN2CCCC2=O)C(=O)C(CC(=O)NCCCCc2ccccc2)C1 (stereo not drawn) | 13 | -0.1 | -9 | -6 | 0 | 3 | 0
CCOC(=O)C1(C)CCN1C(=O)c1cc(C)n(C(C)(C)C)n1 (stereo not drawn) | 1 | 0.7 | 16 | 2 | 2 | 1 | -2
O=C(Nc1ccc(F)cc1)N1CC(=O)N2[C@H](C1)[C@@H](c1ccc(-c3ccc(F)cc3)cc1)[C@@H]2CO | . | -0.5 | -5 | 14 | 2 | . | 3
COC(C[C@@H](O)C[C@H](O)[C@@H](C)OCc1ccccc1)OC | -20 | -0.7 | 17 | -6 | 1 | -1 | .
CC12CCC3c4ccc(O)cc4CCC3C1CCC2=O (stereo not drawn) | 2 | 1.0 | 1 | -10 | -2 | -4 | -1
Cn1c(SCc2ccccc2)nnc1-c1c[nH]c2ccccc12 | 0 | -0.4 | -3 | -1 | -5 | -3 | -5
Cc1ccc2cccc([N+](=O)[O-])c2n1 | . | -0.3 | -8 | -1 | 0 | 6 | -5
Nc1c(Cl)cc(S(N)(=O)=O)cc1S(N)(=O)=O | 4 | 0.4 | -5 | 5 | -6 | -1 | -4
CS(=O)(=O)Nc1ccc2c(c1)[C@H]1C[C@H](CC(=O)NCc3ccccn3)O[C@H](CO)[C@H]1O2 | -2 | 0.0 | 0 | 0 | 11 | -1 | -3
CCOc1cc(C(=O)OCC(=O)Nc2cc(C)on2)ccc1OCC(C)C | . | . | -6 | -4 | -3 | . | 10
Cn1c(Cn2c(=O)sc3ccccc32)nnc1SCc1cccc(F)c1 | -3 | 0.0 | 0 | 10 | 8 | 1 | .
CC(=O)NC(CSC(CC(=O)c1ccco1)c1ccc(C)cc1)C(=O)O (stereo not drawn) | 5 | . | 0 | 1 | -5 | . | 0
CNC(=O)C[C@@H]1CC[C@@H]2[C@H](COC[C@H](O)CN2Cc2ccc(Cl)c(Cl)c2)O1 | 14 | 0.1 | -2 | . | . | 3 | .
O=[N+]([O-])c1ccc(NC(=S)NCCc2ccc(F)cc2)cc1 | . | . | 13 | -4 | 2 | . | .
Cc1noc(C)c1C(=O)N1CCC1(C)C(=O)NS(=O)(=O)c1ccc(C#N)cc1 (stereo not drawn) | 5 | -0.1 | 9 | 3 | -5 | -4 | -3
Cn1c(-c2ccc(C(=O)c3ccccc3)s2)nc2ccccc21 | . | . | . | 8 | -6 | -4 | -9
O=C(C[C@H]1C[C@H]2c3cc(NC(=O)Nc4ccc(C(F)(F)F)cc4)ccc3O[C@H]2[C@@H](CO)O1)NCCc1ccccc1 | -1 | -0.3 | -3 | -4 | 0 | 6 | -1
Cc1ccc(NC(=O)c2ccc(F)cc2)cc1S(=O)(=O)N1CCCCCC1 | -21 | 0.0 | ? | 0 | 0 | . | -4
O=C(COC(=O)/C=C/c1ccc(S(=O)(=O)N2CCCCCC2)cc1)NCc1ccccc1Cl | . | -0.2 | -5 | 5 | -3 | . | -2
CC(C)CNC(=S)N(CCCN(C)C)Cc1cc2cc3c(cc2[nH]c1=O)OCCO3 | -4 | 0.3 | -8 | -1 | 2 | 6 | -3
CCn1c(SCC(=O)Nc2ncc(C(F)(F)F)cc2Cl)nnc1-c1ccccc1 | -2 | . | -3 | -4 | 6 | -3 | 8
COC(=O)c1cc(-c2ccc(Br)cc2)c2c(=O)n(C)c(=O)n(C)c2n1 | -8 | . | -2 | -2 | -1 | 8 | -3
CN1CCCCN2[C@@H](CO)[C@H](c3ccc(-c4ccc(F)cc4)cc3)[C@@H]2C1 | 1 | -0.3 | . | . | . | -1 | .
COc1cccc(NC(=O)N(C)C[C@@H]2Oc3ncc(C#Cc4ccncc4)cc3C(=O)N([C@@H](C)CO)C[C@@H]2C)c1 | 8 | 0.3 | ? | 2 | -2 | -3 | -2
COc1ccc(CNc2nc3ccc(C)cc3s2)c(OC)c1OC | -5 | . | -1 | 0 | 0 | -9 | -3
CSCC[C@H](NC(=O)NC1CCCC1)C(=O)O | -11 | 16 | -1 | 3 | 5 | 2 | -1
Cc1cc(C)n(CCCNC(=O)c2ccco2)n1 | -2 | 0.2 | . | -7 | -1 | 8 | -2
CC(C)NC(=O)N1[C@@H](CO)[C@@H]2c3ccccc3NC[C@@H]21 | -41 | 0.0 | -7 | -1 | 3 | 8 | 2
CC(C)(C)Nc1nc(SCC(=O)Nc2ccccc2Cl)nc(N2CCOCC2)n1 | -2 | -0.7 | ? | -8 | 3 | -2 | -7
CNC(=O)c1[nH]nc2c1CCc1cc(OC)ccc1-2 | -5 | -0.2 | 4 | -1 | 0 | 0 | 0
CC(C)CC#Cc1cnc2c(c1)C(=O)N([C@@H](C)CO)C[C@@H](C)[C@@H](CN(C)Cc1ccccc1F)O2 | -33 | -0.2 | ? | 3 | 5 | 4 | -1
CC1CCCCC1NC(=O)c1cccc(S(=O)(=O)N2CCN(C)CC2)c1 (stereo not drawn) | 11 | . | 17 | -1 | 6 | -4 | 4
CCc1nc2ccc(C(=O)NCc3ccccc3OC)cn2c1N(C)C(=O)Cc1ccccc1 | 2 | -0.2 | -9 | -2 | 5 | 2 | .
Cc1c(Br)c([N+](=O)[O-])nn1CC(=O)NCC1CCCO1 (stereo not drawn) | . | . | 10 | -2 | 4 | . | 0
COc1ccc(NC(=O)Nc2ccc3c(c2)CC(=O)N([C@H](C)CO)C[C@@H](C)[C@H](CN(C)Cc2ccc(Oc4ccccc4)cc2)O3)cc1 | 9 | 0.4 | 2 | -3 | 9 | 2 | 11
COc1cc(CNC(=O)c2ccc3c(c2)S(=O)(=O)c2ccccc2C3=O)cc(OC)c1 | 40 | -0.1 | . | . | . | 5 | .
C[C@@H]1CN([C@H](C)CO)C(=O)CCCn2nncc2CO[C@@H]1CN(C)Cc1ccccc1C(=O)O | -6 | -0.2 | 7 | 0 | -76 | 1 | 2
CC(=O)c1ccc(NS(=O)(=O)c2ccc3c(c2)CCC(=O)N3)cc1 | -4 | -0.7 | -3 | -4 | -1 | 3 | 3
O=C(NC(=S)N1CCCC1)c1cccc([N+](=O)[O-])c1 | . | 0.4 | -1 | 1 | -2 | 1 | .
CCSc1ccc2c(c1)N(CCCN1CCN(C)CC1)c1ccccc1S2 | -21 | 0.4 | -7 | 4 | -3 | 3 | -7
C[C@H]1CN([C@@H](C)CO)C(=O)c2cc(C3=CCCC3)cnc2O[C@H]1CN(C)C(=O)Nc1ccc(C(F)(F)F)cc1 | -18 | -0.2 | 0 | 4 | -10 | 0 | -1
Cc1ccc(-n2c(=O)c3cc4c(=O)n(-c5ccc(C)c(C)c5)c(=O)c4c(C(=O)c4ccc(C(=O)O)cc4)c3c2=O)cc1C | 8 | 0.8 | ? | 1 | 1 | -4 | 2
Cc1nnc(N/N=C\c2ccc(-c3ccccc3[N+](=O)[O-])o2)n1N | . | . | ? | 5 | -3 | . | 4
COc1ccc(C(=O)OCC(=O)NC(=O)CCSc2ccccc2)cc1 | . | -0.1 | -1 | 2 | -3 | . | -4
CC1=NN(C(=O)c2ccc(C)o2)C(O)(c2ccccc2)C1 (stereo not drawn) | . | . | 6 | 5 | 6 | 0 | 2

3 structures out of the list, arranged by SMILES length, smallest number first.
SMILES | C2C12 statin | E-selectin induc | DENV2 CPE | ERp5 block | S100A4 MyoIIA | PglD DTNB | SIRT5 inh
Cc1c(Br)c([N+](=O)[O-])nn1CC(=O)NCC1CCCO1 (stereo not drawn) | . | . | 10 | -2 | 4 | . | 0
COc1cc(CNC(=O)c2ccc3c(c2)S(=O)(=O)c2ccccc2C3=O)cc(OC)c1 | 40 | -0.1 | . | . | . | 5 | .
C[C@H]1CN([C@@H](C)CO)C(=O)c2cc(C3=CCCC3)cnc2O[C@H]1CN(C)C(=O)Nc1ccc(C(F)(F)F)cc1 | -18 | -0.2 | 0 | 4 | -10 | 0 | -1

Next section.
SMILES | C2C12 statin | E-selectin induc | DENV2 CPE | ERp5 block | S100A4 MyoIIA | PglD DTNB | SIRT5 inh
COc1cccc(CNC(=O)C[C@@H]2CC[C@H]3[C@H](COc4ccc(NC(C)=O)cc4C(=O)N3C)O2)c1 | 0 | 0.0 | 8 | . | . | -3 | .
CCOC(=O)CN1C(=O)C(=O)N(Cc2c(C)cc(C)cc2C)C1=O | 6 | . | -5 | 4 | 2 | . | 0
COCCn1nnnc1C(c1ccccc1OC)N1CCN(C(=O)c2ccco2)CC1 (stereo not drawn) | 0 | . | -3 | 0 | -39 | -5 | -1
CC1(C(=O)NS(=O)(=O)c2cccs2)CCN1C(=O)CCc1ccc(Cl)cc1Cl (stereo not drawn) | 4 | -0.7 | -1 | 3 | 1 | -2 | .
